VIM-2 inh: inhibitors of Pseudomonas aeruginosa VIM-2 metallo-beta-lactamase. purified VIM-2, nitrocefin hydrolysis, epi-absorbance fluorescence. actives 0.89% (n = 290,000). inhibition, % at 5.6 µM;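 active = inhibition above the mean of all tested compounds plus 3 SD, cutoff set per screening run, cut at about 7.5% in these data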;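 note: red hydrolysis product quenches plate fluorescence so inhibitors raise well fluorescence; 0% = enzyme with DMSO and 100% = DMSO without enzyme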
UBC9 SUMO inh: SUMOylation inhibition; P63279; HTRF SUMOylation assay, SAE1/SAE2 + UBC9, in vitro; inhibition, % at 35 µM; actives 0.36% (n = 290,000); AID 2006; in the data active = inhibition above about 50%, passing the limit was not always enough; note: strong numbers were not always called active
pCIP destab: lowers stability of the mouse p/CIP coactivator protein. F442A p/CIP-EGFP cells, EGFP fluorescence, 16 h. decrease of EGFP signal, % at 10 µM. actives 0.01% (n = 290,000). AID 1984;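 active = EGFP signal decrease of at least 30% at 10 µM or well 3 SD below plate mean, unless failing retest; inactive = the rest, including hits failing retest or dose response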; note: some compounds called inactive have numbers as strong as hits; many of its hits are not listed in these tables
NS3 helicase inh: inhibitors of Hepatitis C virus NS3 helicase. inhibition, % at 10.9 µM. AID 1800. actives 0.56% (n = 290,000). NS3 helicase DNA unwinding, Cy5 molecular beacon fluorescence;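 active = inhibition above the mean of all tested compounds plus 3 SD, set per campaign, cut at about 35% in these data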;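 note: 0% = DMSO wells and 100% = thioflavine S control wells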
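Measured by: Cy5 fluorescence, 0 and 60 min reads / Assay system: NS3 helicase fragment of HCV / Control set: low DMSO, high thioflavine S at 110 µM / Times: 1 h reaction at 25 °C, ATP-initiated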
IDE cell activ: IDE (human) activation, cell-based | P14735 | HEK cells, FAbeta-B cleavage, fluorescence polarization; 0% vehicle, 100% cell-free pure enzyme wells | activation, % at 5.96 µM | actives 0.073% (n = 340,000);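 active = activation above the mean of all tested compounds plus 3 SD, set per screening campaign, cut at about 17% in these data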
IDE inh: cellular human IDE inhibition. actives 0.41% (n = 320,000). HEK cells, FAbetaB cleavage, fluorescence polarization. inhibition, % at 5.59 µM. P14735;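 active = percent inhibition above the average of all tested compounds plus 3 SD, set per screening campaign, cut at about 16% in these data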;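 note: IDE supplied by intact live HEK cells; FP after avidin binding of uncleaved biotin substrate so inhibition keeps polarization high; 0% = DMSO wells and 100% = 60 µM reference IDE inhibitor Ii1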
CRFR2-BP antag: CRF-BP/CRF-R2 complex antagonism | HEK293 CRF-R2/CRF-BP, CRF-induced calcium fluorescence | inhibition, % at 11.8 µM | actives 0.59% (n = 350,000) | AID 588475;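 active = inhibition of the ligand-induced calcium signal above about 50% at the single tested concentration, limit read from the data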
IMP-1 inh: inhibitors of Pseudomonas aeruginosa IMP-1 metallo-beta-lactamase. actives 0.45% (n = 290,000). purified IMP-1, nitrocefin hydrolysis, epi-absorbance fluorescence. inhibition, % at 5.6 µM. AID 1556;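 active = inhibition above the mean plus 3 SD of all compounds in the same screening run, cut at about 4.5% in these data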;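 note: 0% = IMP-1 with DMSO and 100% = DMSO wells lacking enzyme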
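System: purified recombinant IMP-1 beta-lactamase. Medium: Zinc- and detergent-supplemented HEPES buffer, pH 7.1. Compound: one 5.6 µM dose […]. Schedule: 15 min preincubation plus 25 min reaction at 25 °C. Technique: Epi-absorbance fluorescence, 480 nm excitation, 530 nm emission.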
GalR3 antagonist: blocks the human galanin receptor 3; HEK293 GalR3-CNG cAMP membrane potential fluorescence; galR3 body fused to GalR1 C-terminus; inhibition, % at 3 µM; AID 651719; actives 0.44% (n = 360,000);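 active = inhibition above the screen-wide average plus 3 SD, cut at about 13% in these data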;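 note: forskolin and galanin both at EC90 stimulate the cells; cAMP rise reported by CNG channel membrane potential dye signal; 0% = forskolin plus galanin with DMSO and 100% = forskolin alone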
The depositor's hits bear a star; / = not tested or not shown.

#1 COc1ccc(NC(=O)Cc2ccc(Cl)c(Cl)c2)cn1
#2 O=C(NCC1CCCO1)c1ccc(COc2ccc(Cl)cc2)cc1 (stereo not given)
#3 CN(C)C(CNC(=S)Nc1cccc(Cl)c1)c1cccnc1 (stereo not given)
#4 CN(C)S(=O)(=O)n1cc(/C=C(\NC(=O)c2ccccc2)C(=O)N2CCCC2)c2ccccc21
#5 CC1C(=O)C(C)C(c2cccc(Br)c2)NC1c1cccc(Br)c1 (stereo not given)
#6 CC1CCCC(NC(=O)COC(=O)c2cccc(NS(=O)(=O)/C=C/c3ccccc3)c2)C1C (stereo not given)

compound no.	1	2	3	4	5	6
VIM-2 inh	-0.8	1.7	-0.6	-3.5	-2.8	-3.6
UBC9 SUMO inh	0	10	0	-4	-6	-14
pCIP destab	-1	-10	-6	6	-7	4
NS3 helicase inh	4	-2	-6	-17	-6	-6
IDE cell activ	3	1	4	7	6	4
IDE inh	-1	5	1	3	-1	-1
CRFR2-BP antag	18	18	-3	-13	-1	24
IMP-1 inh	-2.1	0.4	-2.6	-0.6	-0.1	-4.0
GalR3 antagonist	-7	-7	-5	-2	-12	-3

#7 CCn1cc(C(=O)NCCCN2CCCCCC2)c(=O)c2cc(S(=O)(=O)N3CCc4ccccc4C3)ccc21
#8 CCN1C(=O)CC(C(=O)OC)=C1C
#9 COc1ccccc1NNC(=O)C(O)(c1ccccc1OC)c1ccccc1OC
#10 CCOC(=O)C(C(C)=O)C(c1ccc(OC)cc1)C(C(C)=O)C(=O)OCC (stereo not given)
#11 COc1ccc(S(=O)(=O)N2CCN(C(=O)CCNC(=O)c3ccccc3Cl)CC2)cc1
#12 CC(NC(=O)C(Cc1ccccc1)n1cccc1)c1ccccc1 (stereo not given)

compound no.	7	8	9	10	11	12
VIM-2 inh	-1.6	-2.8	0.0	-1.5	/	-3.3
UBC9 SUMO inh	6	12	29	3	/	10
pCIP destab	3	-6	-5	1	/	8
NS3 helicase inh	-38	-1	1	2	/	1
IDE cell activ	2	-5	4	5	0	5
IDE inh	9	3	-2	4	0	0
CRFR2-BP antag	-8	15	15	14	-45	21
IMP-1 inh	-2.6	-1.9	0.6	1.3	/	-3.3
GalR3 antagonist	3	-5	-5	4	3	-6

#13 COC(CNC(=O)Cc1c(C)nc2c(-c3ccccc3)c(C)nn2c1C)OC
#14 C=CCSc1nnc(NC(=O)c2cccc(S(=O)(=O)N3CCOCC3)c2)s1
#15 O=C(Nc1cccc(F)c1)NC1(C(=O)N2CCC(O)CC2)CCCCC1
#16 CN1CCC(=O)N([C@H](CSc2ccc(Br)cc2)Cc2ccccc2)CC1
#17 CC(=O)c1c(C)[nH]c(C)c1C(C)=O
#18 N#CCc1nn(Cc2ccc(F)cc2)c(=O)c2ccccc12

compound no.	13	14	15	16	17	18
VIM-2 inh	-3.1	-1.7	-1.9	/	-2.2	-1.1
UBC9 SUMO inh	4	16	-3	-2	15	-1
pCIP destab	-3	8	0	-4	-11	-14
NS3 helicase inh	-5	5	15	/	-3	7
IDE cell activ	2	0	-1	3	-4	-3
IDE inh	2	6	4	2	3	8
CRFR2-BP antag	12	-2	8	-3	-6	-20
IMP-1 inh	-3.2	-4.0	-1.8	/	0.9	-3.7
GalR3 antagonist	-1	-6	-4	-3	-2	-12

#19 COCCN(Cc1cc2cc3c(cc2nc1Cl)OCO3)C(=O)c1ccc(C)cc1
#20 CN(C)c1nc(N)c2ncc(=S)[nH]c2n1
#21 COC(=O)c1cc(-n2cccc2)ccc1N1CCOCC1
#22 CCOC(=O)Nc1ccc2c(c1)N(C(=O)CCN(CC)CC)c1ccccc1S2=O (stereo not given)
#23 O=C(c1ccco1)N1CCN(CC(=O)N2c3ccccc3CCc3ccccc32)CC1
#24 N#C/C(=C/c1ccc(O)c([N+](=O)[O-])c1)C(=O)Nc1ccccc1

compound no.	19	20	21	22	23	24
VIM-2 inh	-0.3	-2.9	-0.3	-0.3	-1.5	-0.6
UBC9 SUMO inh	13	20	14	4	18	6
pCIP destab	-26	-7	-12	1	-21	-7
NS3 helicase inh	4	0	10	4	-9	-6
IDE cell activ	4	2	1	-2	4	2
IDE inh	-3	5	5	1	-1	5
CRFR2-BP antag	7	7	-13	8	-5	11
IMP-1 inh	-3.6	-1.5	-2.9	-0.6	0.3	1.3
GalR3 antagonist	-5	-6	-3	-2	-1	-3

#25 C=CCNCCCOc1ccc(Cl)cc1Br
#26 N#CC1(NC(=O)COC(=O)C2=COCCO2)CCCCC1
#27 O=C(O)Cn1c(SCc2cccc3ccccc23)nc2ccccc21
#28 COc1cccc(-n2cc3c(c2-c2ccccc2)c(=O)n(C)c(=O)n3C)c1
#29 COc1ccc(N=C2SC(C(N)=O)CC(=O)N2Cc2ccc3c(c2)OCO3)cc1 (stereo not given)
#30 O=C(N=c1ccn(-c2nc3ccccc3nc2NS(=O)(=O)c2ccccc2)cc1)c1cccs1

compound no.	25	26	27	28	29	30
VIM-2 inh	0.2	/	-0.6	0.5	-2.2	-4.3
UBC9 SUMO inh	-14	/	20	-3	24	-92
pCIP destab	-4	/	-15	-7	-12	10
NS3 helicase inh	-9	/	8	-8	-5	3
IDE cell activ	-1	1	0	5	-1	4
IDE inh	3	5	2	-1	-4	3
CRFR2-BP antag	-5	-5	-1	14	13	-2
IMP-1 inh	-1.9	/	-2.4	-2.7	-1.8	-3.9
GalR3 antagonist	-1	-1	-3	-2	-7	-3

#31 COc1ccc(CNC(=O)CN(C)S(=O)(=O)c2ccc3c(c2)OCCO3)cc1OC
#32 Cc1ccc(C(=O)O/N=C2\CCSc3ccc(C)cc32)cc1
#33 CCCCn1c(N)c(N(CCOC)C(=O)CN2C(=O)c3ccccc3C2=O)c(=O)[nH]c1=O
#34 CCCc1cc(C(=O)Nc2ccc(OC)cc2[N+](=O)[O-])cs1
#35 CC(C)CN(C(=O)COc1ccc([N+](=O)[O-])cc1)c1c(N)n(CC(C)C)c(=O)[nH]c1=O
#36 CN1CCN(C(=O)CN2C(=O)COc3ccc(S(=O)(=O)N4CCOCC4)cc32)CC1

compound no.	31	32	33	34	35	36
VIM-2 inh	/	-0.7	-1.8	-1.4	/	-3.0
UBC9 SUMO inh	/	-7	13	-9	/	5
pCIP destab	/	4	-1	-1	/	-1
NS3 helicase inh	/	13	8	-12	/	2
IDE cell activ	5	5	8	4	-1	8
IDE inh	1	8	-1	/	-10	-1
CRFR2-BP antag	10	-13	-7	-2	-5	-4
IMP-1 inh	/	-2.9	-1.2	-1.6	/	-0.7
GalR3 antagonist	1	-6	-4	-3	-3	1

Profiles, looked up by structure. Order of screens: VIM-2 inh	UBC9 SUMO inh	pCIP destab	NS3 helicase inh	IDE cell activ	IDE inh	CRFR2-BP antag	IMP-1 inh	GalR3 antagonist
`COc1ccc(N=C2SC(C(N)=O)CC(=O)N2Cc2ccc3c(c2)OCO3)cc1` (stereo not given) reads -2.2	24	-12	-5	-1	-4	13	-1.8	-7
`Cc1ccc(C(=O)O/N=C2\CCSc3ccc(C)cc32)cc1` reads -0.7	-7	4	13	5	8	-13	-2.9	-6
`CN1CCC(=O)N([C@H](CSc2ccc(Br)cc2)Cc2ccccc2)CC1` reads /	-2	-4	/	3	2	-3	/	-3
`CN(C)C(CNC(=S)Nc1cccc(Cl)c1)c1cccnc1` (stereo not given) reads -0.6	0	-6	-6	4	1	-3	-2.6	-5

More structures follow:
#37 CC(C)CC(=O)NCC(C)NC(=O)CC(C)C (stereo not given)
#38 Cc1nc(NCCc2ccccc2)c2nnn(Cc3ccccc3Cl)c2n1
#39 COCCNC(=O)COc1cccc2c1OC(C)(C)C2
#40 CCOC(=O)NC(=O)c1cn(C(CC)CO)c(=O)[nH]c1=O (stereo not given)
#41 CCN(CC(=O)Nc1ccc2c(c1)OCCO2)C(=O)c1ccc(CS(C)(=O)=O)cc1
#42 COc1ccccc1NC(=S)Nc1ccccc1F

compound no.	37	38	39	40	41	42
VIM-2 inh	4.3	-0.6	-0.2	-1.1	/	-1.3
UBC9 SUMO inh	1	-2	4	-8	/	6
pCIP destab	1	9	-7	-17	/	-2
NS3 helicase inh	2	-1	-8	-10	/	-2
IDE cell activ	5	7	5	-2	5	1
IDE inh	8	3	-2	3	4	-4
CRFR2-BP antag	-1	18	17	-1	-6	2
IMP-1 inh	-0.2	1.1	-2.5	-0.1	/	0.1
GalR3 antagonist	-1	-12	-4	-5	-5	-3

#43 COc1cccc(CNc2ccc([N+](=O)[O-])cc2C)c1
#44 Cc1ccccc1OCc1nnc2c3cnn(C)c3ncn12
#45 CCOC(=O)C1(C(F)(F)F)N=C(c2cccnc2)OC(N2CCCCC2)=N1 (stereo not given)
#46 COc1ccccc1N1CCN(C(=S)Nc2ccc(S(=O)(=O)N3CCOCC3)cc2)CC1
#47 Cc1ccc(CNS(=O)(=O)c2ccc3oc(C(=O)O)c(C)c3c2)cc1
#48 O=C(c1ccc(Nc2cccc(C(F)(F)F)c2)nc1)N1CCCC1

compound no.	43	44	45	46	47	48
VIM-2 inh	-1.5	0.9	-3.4	2.1	-1.6	-0.1
UBC9 SUMO inh	5	-4	-8	-13	-7	-2
pCIP destab	8	-6	10	0	4	-7
NS3 helicase inh	-2	-3	-9	-12	7	-15
IDE cell activ	1	3	-1	-7	-3	0
IDE inh	2	5	-1	1	2	5
CRFR2-BP antag	58*	-5	24	-19	2	8
IMP-1 inh	-3.4	-1.0	-3.0	-0.3	-1.2	-0.1
GalR3 antagonist	-4	3	-1	-7	-2	0

#49 COc1ccc(NC(=O)CN(C)C(=O)Cc2ccc3c(c2)CCC3)cc1
#50 CC(C)Oc1cc2ccccc2cc1CNC[C@H]1O[C@@H](n2cnc3c(N)ncnc32)[C@H](O)[C@@H]1O
#51 C=CCCC(=O)N1CCC(Oc2cccc(C(=O)NCc3ccccn3)c2)CC1
#52 O=C1CN(C(=O)c2ccco2)c2ccccc2N1
#53 N#CCC(=O)N/N=C\c1cc(Br)ccc1OC/C=C/c1ccccc1
#54 C=CCOc1ccccc1/C=N/NC(=O)Cc1ccccc1

compound no.	49	50	51	52	53	54
VIM-2 inh	-5.3	/	-3.1	1.5	-2.9	0.4
UBC9 SUMO inh	13	/	2	-13	-4	2
pCIP destab	-1	/	-15	-2	-6	-2
NS3 helicase inh	-4	/	-9	-1	8	-5
IDE cell activ	-4	2	7	10	-1	2
IDE inh	2	-2	-1	0	/	0
CRFR2-BP antag	6	-8	7	7	-8	-4
IMP-1 inh	-2.2	/	-3.8	-1.0	-5.0	0.5
GalR3 antagonist	-2	-7	-2	-1	-2	3

#55 N#CCCN(C(=O)COC(=O)/C=C/c1cccs1)c1ccccc1
#56 O=C(Cn1nnc(-c2ccccc2)n1)NC(=O)NC1CCCC1
#57 COC(=O)c1sc(NC(=O)CSc2nc3cccnc3n2C)nc1C
#58 CNc1nc2ccccc2n1/N=C/c1cccc(OC)c1OC
#59 CN(C)c1cc[n+](CC(=O)Nc2cc(C(F)(F)F)ccc2Cl)cc1

compound no.	55	56	57	58	59
VIM-2 inh	/	/	-1.6	0.1	0.5
UBC9 SUMO inh	/	/	-37	-6	6
pCIP destab	/	/	-21	-15	-23
NS3 helicase inh	/	/	14	-3	4
IDE cell activ	4	2	2	-1	2
IDE inh	-3	0	7	4	-3
CRFR2-BP antag	3	2	0	-17	7
IMP-1 inh	/	/	-6.1	-2.5	-1.6
GalR3 antagonist	-7	-8	-2	-4	-4
